BLM helicase inh = blocks DNA unwinding by human BLM helicase; recombinant BLM DNA unwinding, fluorescence dequenching; 350,000 compounds, 0.2% hits; AID 2528; P54132; Potency, µM (series often up to 56.1 µM), for the others: at the top dose activity change, negative = inhibition, usual class: inhibitors;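 further: plate controls were vehicle for no effect and no enzyme for full effect; nearly all actives have a fitted effect of over 35% in size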
Target sequence (P54132 whole entry, looked up): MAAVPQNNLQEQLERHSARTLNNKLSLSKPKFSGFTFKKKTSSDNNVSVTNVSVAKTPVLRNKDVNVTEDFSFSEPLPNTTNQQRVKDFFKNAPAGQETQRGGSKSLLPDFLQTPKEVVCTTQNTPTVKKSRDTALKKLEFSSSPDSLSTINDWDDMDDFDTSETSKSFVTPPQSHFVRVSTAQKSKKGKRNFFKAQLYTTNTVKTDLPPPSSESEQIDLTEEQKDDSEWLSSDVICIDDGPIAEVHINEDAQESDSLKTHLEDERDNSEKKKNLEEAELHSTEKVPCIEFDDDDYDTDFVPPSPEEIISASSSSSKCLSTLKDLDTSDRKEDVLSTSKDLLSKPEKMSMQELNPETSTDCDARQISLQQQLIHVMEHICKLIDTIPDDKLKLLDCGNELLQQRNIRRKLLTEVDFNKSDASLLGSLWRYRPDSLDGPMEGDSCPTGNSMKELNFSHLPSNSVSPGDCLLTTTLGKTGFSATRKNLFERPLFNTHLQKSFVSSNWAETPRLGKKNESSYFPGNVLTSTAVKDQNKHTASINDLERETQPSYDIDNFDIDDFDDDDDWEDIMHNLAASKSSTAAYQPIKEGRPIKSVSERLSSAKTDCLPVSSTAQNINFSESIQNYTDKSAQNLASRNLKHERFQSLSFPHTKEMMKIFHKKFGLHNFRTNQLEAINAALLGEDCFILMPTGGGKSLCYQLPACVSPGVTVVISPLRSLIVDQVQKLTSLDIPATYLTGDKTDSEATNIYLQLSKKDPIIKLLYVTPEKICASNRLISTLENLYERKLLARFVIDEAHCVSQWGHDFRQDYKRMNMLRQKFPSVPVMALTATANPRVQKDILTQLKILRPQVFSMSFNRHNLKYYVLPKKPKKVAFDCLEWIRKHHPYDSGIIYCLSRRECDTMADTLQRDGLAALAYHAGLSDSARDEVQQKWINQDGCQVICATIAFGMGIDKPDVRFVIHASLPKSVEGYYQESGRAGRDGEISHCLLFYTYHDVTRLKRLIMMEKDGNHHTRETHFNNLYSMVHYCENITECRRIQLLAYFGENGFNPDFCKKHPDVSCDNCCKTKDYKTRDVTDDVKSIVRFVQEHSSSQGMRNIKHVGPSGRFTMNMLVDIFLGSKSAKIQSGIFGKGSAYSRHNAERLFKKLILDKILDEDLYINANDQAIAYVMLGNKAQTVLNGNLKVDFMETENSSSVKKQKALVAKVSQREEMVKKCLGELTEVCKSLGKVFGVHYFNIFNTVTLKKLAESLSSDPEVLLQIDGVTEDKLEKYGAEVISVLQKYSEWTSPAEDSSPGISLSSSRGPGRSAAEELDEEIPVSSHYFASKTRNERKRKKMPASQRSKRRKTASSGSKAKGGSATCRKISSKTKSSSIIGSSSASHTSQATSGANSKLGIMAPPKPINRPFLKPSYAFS
APEX1 inh = APE1 (human) endonuclease inhibition. P27695. Potency, µM (doses to about 65.8 µM), for the others: at the highest dose activity change, negative = inhibition, actives largely listed as inhibitors. 350,000 compounds, 0.35% hits. recombinant APE1, TAMRA/BHQ-2 abasic DNA cleavage fluorescence;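 further: plate controls were vehicle for no effect and reference inhibitor for full effect; nearly all actives have a fitted effect of over 55% in size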
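Enzyme (0.75 nM final) and test compound are incubated 15 min at room temperature before adding 50 nM quenched THF abasic-site duplex. Cleavage dequenches TAMRA, followed at 525/598 nm over three reads one minute apart.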
* = called active by the depositor; ? = inconclusive; & = joins results of further samples; [ ] = another dose, or the depositor's remark. The call rests on the fitted dose curve; in most records, active means well fitted curve in the direction sought with a large enough effect; inconclusive means small, poorly fitted or top-dose-only effect, or another doubt; inactive means no such curve, though single readings can be large; an effect the other way counts as inactive or inconclusive. Potency means the concentration at half of the fitted maximal effect. These rows are one share of the data, so the mix of outcomes need not match the whole.

smiles | BLM helicase inh | APEX1 inh
COc1cccc([C@@H]2Oc3ccc(Br)cc3C[C@H]2OC(=O)Nc2cc(OC)c(OC)c(OC)c2)c1 | -6% | 1%
CC(C)[C@@H](CC(=O)N[C@@H]1CCNC[C@H]1C(=O)N[C@H](CC(=O)N[C@@H](CCC(=O)O)CC(=O)O)Cc1ccccc1)NC(=O)C[C@H](Cc1ccccc1)NC(=O)[C@@H]1CNCC[C@H]1N | -15% | 15%
CC(C)C[C@@H](CC(=O)N[C@H](CC(=O)N[C@@H]1CCNC[C@H]1C(=O)N[C@H](CC(=O)N[C@@H](CCC(=O)O)CC(=O)O)Cc1ccccc1)C(C)C)NC(=O)[C@@H]1CCCC[C@H]1N | 4% | -1%
CC1(OC(=O)c2ccco2)C(=O)C2=COC(C3CC3)=CC2=C(Br)C1=O (stereo unspecified) | 0% | 3%
COC(=O)C(C(=O)OC)C1c2ccccc2C=C(C2CC2)N1C(=O)OC (stereo unspecified) | 1% | ?
COc1ccc(C2=CC3=C(Br)C(=O)C(C)(OC(=O)CCc4ccccc4)C(=O)C3=CO2)cc1 (stereo unspecified) | -3% | -11%
COc1ccc2c(c1)C(=O)[C@@H](OC(=O)NC1CCCC1)[C@H](c1ccc(OC)c(Br)c1)O2 | 4% | 23%
C[C@H]1Cc2c(-c3ccccc3)nc3c(c2CO1)CN(C(=O)Cc1cccs1)CC3 | 0%[12.4 µM] | 13%[12.4 µM]
C=CCN1c2ccccc2[C@]23C[C@@H](C(=O)OC)N(S(=O)(=O)c4cccs4)C2=NC(C(=O)OC)=C(C(=O)OC)[C@H]13 | -2%[12.4 µM] | -4%[12.4 µM]
COCOc1cc(OC)ccc1C(=O)/C=C/c1cccc(C(F)(F)F)c1 | -6% | -2%
CCCCC/C=C\C/C=C\C=C\[C@@H](O)C/C=C\CCCC(=O)O | 1% | 2%
COC(=O)N1C(c2ccccc2)=Cc2ccccc2C1CC(C)=O (stereo unspecified) | 2%[12.4 µM] | -3%[12.4 µM]
COC(=O)[C@@H](NC(=O)N1CCc2nc(-c3ccccc3)c3c(c2C1)CO[C@@H](C)C3)C(C)C | -5%[12.4 µM] | -3%[12.4 µM]
CCCCC1=CC2=CC(=O)C(C)(OC(=O)CC)C(=O)C2=CN1CCCN(CC)CC (stereo unspecified) | -9%[12.4 µM] | -1%[12.4 µM]
CC(C)OC(=O)[C@@H]1CC[C@H](C)[C@@H](CCCCO)O1 | 2% | 17%
O=C1CCC=C1C(O)c1ccc2c(c1)OCO2 (stereo unspecified) | 4% | 2%
C=CCC1(O)CCOc2ccccc21 (stereo unspecified) | 2% | 2%
CC1=CC2C(=O)c3cccc(O)c3C(=O)C2C(O)=C1 (stereo unspecified) | -9% | -1%
COc1cccc([C@@H]2Oc3ccc(Br)cc3C(=O)[C@H]2OC(=O)N[C@H](C)C2CCCCC2)c1 | 0% | 0%
CC1=CC(=O)OC1Cc1ccc2ccccc2n1 (stereo unspecified) | -2% | 3%
N#CCCCS(=O)(=O)c1ccccc1 | -1% | -5%
CCCCc1nc2c(c3c1C[C@H](C)OC3)CN(C(=O)c1cccnc1)CC2 | -1%[12.4 µM] | 0%[12.4 µM]
CC1(OC(=O)c2ccc(Cl)nc2)C(=O)C=C2C=C(C3CC3)OC=C2C1=O (stereo unspecified) | -2% | -8%
CC(C)Cn1nnnc1S(=O)(=O)Cc1cccc(C#N)c1 | 0% | 0%
CC(C)[C@@H](CC(=O)N[C@@H]1CCNC[C@H]1C(=O)N[C@H](CC(=O)N[C@@H](CCC(=O)O)CC(=O)O)Cc1c[nH]c2ccccc12)NC(=O)C[C@H](CO)NC(=O)[C@@H]1CNCC[C@H]1N | -3% | -2%
C[C@H]1Cc2c(-c3ccccc3)nc3c(c2CO1)CN(C(=O)C1CC1)CC3 | -5%[12.4 µM] | -1%[12.4 µM]
C=CC(C1=CC(=O)C=CC1=O)c1ccc(O)cc1 (stereo unspecified) | -5% | 1%
CCCCC/C=C\C/C=C\C/C=C\CCCCC(N)=O | 2% | 3%
COC(=O)[C@@]1(Cc2ccccc2-c2ccco2)C=C[C@H](C)[C@@H](c2ccccc2)N1C(=O)C(F)(F)F | 4% | -2%
CCCCC/C=C\C/C=C\CCCCCCCCCC(=O)NC(C)C(=O)O (stereo unspecified) | 1% | -2%
CC(C)[C@@H](CC(=O)N[C@@H]1CCCC[C@H]1C(=O)N[C@H](CC(=O)N[C@@H](CCC(=O)O)CC(=O)O)Cc1ccccc1)NC(=O)C[C@H](Cc1c[nH]c2ccccc12)NC(=O)[C@@H]1CCCC[C@H]1N | 2% | 3%
C=CC1=C2C=C(C3CC3)N(CCCOC(C)C)C=C2C(=O)C(C)(OC(=O)c2ccco2)C1=O (stereo unspecified) | -12%[12.4 µM] | -3%[12.4 µM]
Cc1noc(C)c1S(=O)(=O)N1CCc2nc(COc3ccccc3)c3c(c2C1)CO[C@@H](C)C3 | 4%[12.4 µM] | 13%[12.4 µM]
COC(=O)N[C@@H](CCc1ccccc1)[C@]1(C(=O)OC)CCCC1=O | 0% | -3%
C=CCC(O)(C#Cc1ccccc1)c1ccccc1 (stereo unspecified) | 5% | 4%
CC1(OC(=O)c2ccco2)C(=O)C=C2C=C(c3ccc(C#N)cc3)OC=C2C1=O (stereo unspecified) | 0% | -1%
CC(=O)[C@@]1(O)[C@H](O)CC2C3CCC4CC(O)CC[C@]4(C)C3CC[C@@]21C (stereo partly specified) | 4% | 2%
O=C(NCc1ccco1)O[C@@H]1C(=O)c2cc(Br)ccc2O[C@H]1c1ccc2c(c1)OCO2 | 2% | 2%
Cc1cccc(C)c1Nc1oc(-c2ccccc2)nc1-c1ccccc1 | 7% | 34%[activator]
Cc1c2ccccc2c(CSC(=N)N)c2ccccc12 | 48%[activator] | 23%
C=CC1=C2C=C(C3CC3)N(CCCCO)C=C2C(=O)C(C)(OC(=O)c2ccco2)C1=O (stereo unspecified) | -22%[12.4 µM] | 0%[12.4 µM]
C=CC1=C2C=C(C3CC3)N(CCN3CCOCC3)C=C2C(=O)C(C)(OC(=O)c2ccco2)C1=O (stereo unspecified) | -15%[12.4 µM] | 3%[12.4 µM]
C[C@H]1OC(=O)CC[C@@H]2[C@]1(C)CCC1[C@@]2(C)CC[C@@]2(C)C3CC(C)(C)CC[C@]3(CO)CC[C@]12C (stereo partly specified) | -7% | 6%
COc1cccc([C@@H]2Oc3ccc(Br)cc3C(=O)[C@H]2OC(=O)NS(=O)(=O)c2ccc(F)cc2)c1 | -5% | 19%
C=CC(C)(C)c1c2c(c(O)c3c(=O)c4ccc(O)c(O)c4oc13)C=CC(C)(C)O2 | -14% | 3%
COC(=O)CC1c2ccccc2C=C(/C=C/c2ccc3c(c2)OCO3)N1C(=O)OC (stereo unspecified) | -2%[12.4 µM] | -6%[12.4 µM]
CC(C)C[C@@H](CC(=O)N[C@H](CC(=O)N[C@@H]1CCCC[C@H]1C(=O)N[C@H](CC(=O)N[C@@H](CCC(=O)O)CC(=O)O)CC(C)C)C(C)C)NC(=O)[C@@H]1CNCC[C@H]1N | 3% | -4%
COC(=O)[C@H]1O[C@@H](c2cc(OC)c(C)c(OC)c2OCc2ccccc2)[C@H](C)[C@H]2O[C@@]12C | 3%&-4% | 3%&2%
CC(C)[C@@H](CC(=O)N[C@@H]1CCNC[C@H]1C(=O)N[C@H](CC(=O)N[C@@H](CCC(=O)O)CC(=O)O)Cc1c[nH]c2ccccc12)NC(=O)C[C@H](Cc1c[nH]c2ccccc12)NC(=O)[C@@H]1CCCC[C@H]1N | 1% | -12%
CC/C=C\C/C=C\C/C=C\C/C=C\C/C=C\C/C=C\CCC(=O)NCCO | -1% | -1%

Whole records, looked up by structure. Order of values: BLM helicase inh | APEX1 inh
`C[C@H]1Cc2c(-c3ccccc3)nc3c(c2CO1)CN(C(=O)C1CC1)CC3` is entered as -5%[12.4 µM] | -1%[12.4 µM]
`COc1cccc([C@@H]2Oc3ccc(Br)cc3C[C@H]2OC(=O)Nc2cc(OC)c(OC)c(OC)c2)c1` is entered as -6% | 1%

Next section
smiles | BLM helicase inh | APEX1 inh
C[C@@H]1CC[C@@]2(OC1)OC1CC3C4CC=C5CC(O)CCC5(C)C4CCC3(C)C1[C@@H]2C (stereo partly specified) | 0% | -1%
COC(=O)c1ccccc1S(=O)(=O)N1CCc2nc(-c3ccc(OC)cc3C)c3c(c2C1)CO[C@@H](c1ccccc1)C3 | -4%[12.4 µM] | 1%[12.4 µM]
Cc1cn2c(=O)c3ccccc3nc2n2c(=O)c3ccccc3nc12 | 2% | 2%
CC#CCN1c2ccccc2[C@]23C[C@@H](C(=O)OC)N(S(=O)(=O)CCCC)C2=NC(C(=O)OC)=C(C(=O)OC)[C@H]13 | -4%[12.4 µM] | 11%[12.4 µM]
CCCCc1nc2c(c3c1C[C@H](C)OC3)CN(C(=O)c1ccco1)CC2 | -1%[12.4 µM] | -5%[12.4 µM]
COC(=O)C1=C(C)[C@@H](O)[C@@H](C)[C@](C)(c2cc(OC)c(C)c(OC)c2COc2ccccc2)O1 | -7% | -5%
CC(=O)OC[C@@]1(O)C[C@@]23CC[C@@H]4c5ccoc5CC[C@@]4(C)[C@@H]2CCC1C3 | -2% | -2%
NCCC[C@@H](CC(=O)N[C@@H]1CCCC[C@H]1C(=O)N[C@H](CC(=O)N[C@@H](CCC(=O)O)CC(=O)O)Cc1ccccc1)NC(=O)C[C@H](Cc1ccccc1)NC(=O)[C@@H]1CNCC[C@H]1N | -12% | 0%
COc1ccc(-c2nc3c(c4c2C[C@H](c2ccccc2)OC4)CN(C(=O)Cc2cccs2)CC3)c(C)c1 | 2%[12.4 µM] | 11%[12.4 µM]
CCOC(=O)CCCNC(=O)N1CCc2nc(COc3ccccc3)c3c(c2C1)CO[C@@H](C)C3 | -2%[12.4 µM] | -1%[12.4 µM]
COC(=O)[C@H](Cc1ccccc1)NC(=O)O[C@@H]1C(=O)c2ccc(OC)cc2O[C@H]1c1cccc(C(F)(F)F)c1 | -7% | 13%
CC(C)Cn1nnnc1S(=O)(=O)Cc1ccccc1 | -1% | 2%
CC(C)C[C@@H](CC(=O)N[C@H](CC(=O)N[C@@H]1CCCC[C@H]1C(=O)N[C@H](CC(=O)N[C@@H](CCC(=O)O)CC(=O)O)Cc1ccccc1)C(C)C)NC(=O)[C@@H]1CCCC[C@H]1N | 1% | -10%

Random excerpt: four records from the list.
smiles | BLM helicase inh | APEX1 inh
COC(=O)C1=C(C)[C@@H](O)[C@@H](C)[C@](C)(c2cc(OC)c(C)c(OC)c2COc2ccccc2)O1 | -7% | -5%
CC(=O)OC[C@@]1(O)C[C@@]23CC[C@@H]4c5ccoc5CC[C@@]4(C)[C@@H]2CCC1C3 | -2% | -2%
COc1ccc(-c2nc3c(c4c2C[C@H](c2ccccc2)OC4)CN(C(=O)Cc2cccs2)CC3)c(C)c1 | 2%[12.4 µM] | 11%[12.4 µM]
CC(C)Cn1nnnc1S(=O)(=O)Cc1ccccc1 | -1% | 2%

Rewritten with each value named: entries from further up.
structure: CCCCc1nc2c(c3c1C[C@H](C)OC3)CN(C(=O)c1ccco1)CC2
  BLM helicase inh: -1%[12.4 µM]; APEX1 inh: -5%[12.4 µM]

structure: COC(=O)C1=C(C)[C@@H](O)[C@@H](C)[C@](C)(c2cc(OC)c(C)c(OC)c2COc2ccccc2)O1
  BLM helicase inh: -7%; APEX1 inh: -5%

structure: CC(C)Cn1nnnc1S(=O)(=O)Cc1ccccc1
  BLM helicase inh: -1%; APEX1 inh: 2%

structure: CC(=O)OC[C@@]1(O)C[C@@]23CC[C@@H]4c5ccoc5CC[C@@]4(C)[C@@H]2CCC1C3
  BLM helicase inh: -2%; APEX1 inh: -2%
